V1R ag counter: V1a receptor agonism, counter-screen for OXTR agonists. P37288. CHO-V1R cells, Fluo-8 calcium fluorescence, agonist mode; 0% DMSO, 100% 3 nM vasopressin. activation, % at 3 µM. 320,000 tested, 0.25% active. AID 2797;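 active means activation above the mean activation of all tested compounds plus 3 SD, per screening run, cut at about 20% in these data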;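 further: signal is peak over basal fluorescence ratio across a 100 second FLIPR read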
PHOSPHO1 block: blocks human PHOSPHO1 phosphatase activity | Q8TCT1 | recombinant PHOSPHO1, absorbance phosphatase assay | inhibition, % at 13.3 µM | 290,000 tested, 1.1% active; in the data active means inhibition above about 60%
Target sequence (Q8TCT1 whole entry, looked up): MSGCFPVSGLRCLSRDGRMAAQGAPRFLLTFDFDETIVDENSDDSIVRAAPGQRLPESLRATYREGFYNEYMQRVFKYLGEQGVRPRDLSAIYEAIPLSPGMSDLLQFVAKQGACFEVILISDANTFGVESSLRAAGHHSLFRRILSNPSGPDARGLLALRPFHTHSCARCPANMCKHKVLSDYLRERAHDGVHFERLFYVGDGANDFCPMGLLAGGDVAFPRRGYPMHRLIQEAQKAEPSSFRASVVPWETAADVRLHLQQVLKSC
MEKK2wt PB1 HTS: raises or lowers MEK5 binding to wildtype human MEKK2 PB1 domain; bead flow cytometry, Alexa488-MEK5 binding to MEKK2 WT; actives lie on both sides; 290,000 tested, 1.1% active; binding response (% of control), % at 10 µM; Q9Y2U5; in the data active means binding response below about 67% or above about 130%
NALP1 inh: inhibitors of NALP1 inflammasome in yeast. S. cerevisiae NALP1/ASC/caspase-1 growth, X-gal OD620, 72 h. inhibition, % at 10 µM. 280,000 tested, 0.61% active; in the data active means inhibition mostly above about 24%, no sharp cut-off; inactive means mostly below about 32%; further: some compounds called inactive have numbers as strong as hits
OXTR agonist: agonists of human oxytocin receptor; P30559; CHO-OTR cells, Fluo-8 calcium fluorescence; normalized: DMSO 0%, oxytocin 100%; activation, % at 3 µM; 320,000 tested, 0.32% active; AID 2435;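 active means activation above the mean of all tested compounds plus 3 SD, cutoff set per screening run, cut at about 20% in these data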;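 further: peak over basal fluorescence ratio from a 100 s FLIPR kinetic read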
Target sequence (P30559 whole entry, looked up): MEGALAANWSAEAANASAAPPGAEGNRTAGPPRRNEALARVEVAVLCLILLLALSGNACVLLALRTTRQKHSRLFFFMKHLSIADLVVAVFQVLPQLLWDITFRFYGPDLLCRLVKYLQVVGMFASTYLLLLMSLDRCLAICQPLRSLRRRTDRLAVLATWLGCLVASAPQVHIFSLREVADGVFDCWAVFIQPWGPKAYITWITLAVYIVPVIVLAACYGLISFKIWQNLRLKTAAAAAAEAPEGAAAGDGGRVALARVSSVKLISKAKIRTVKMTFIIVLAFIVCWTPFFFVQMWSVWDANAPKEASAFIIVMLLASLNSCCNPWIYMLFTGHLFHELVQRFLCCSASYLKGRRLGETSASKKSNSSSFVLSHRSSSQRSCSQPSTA
GalR3 antag: blocks the human galanin receptor 3 | O60755 | HEK293 GalR3-CNG cAMP membrane potential fluorescence; galR3 body fused to GalR1 C-terminus | inhibition, % at 3 µM | 360,000 tested, 0.44% active | AID 651719;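 active means inhibition above the screen-wide average plus 3 SD, cut at about 13% in these data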;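 further: forskolin and galanin both at EC90 stimulate the cells; cAMP rise reported by CNG channel membrane potential dye signal; 0% = forskolin plus galanin with DMSO and 100% = forskolin alone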
Target sequence (O60755 1-299 limits assumed): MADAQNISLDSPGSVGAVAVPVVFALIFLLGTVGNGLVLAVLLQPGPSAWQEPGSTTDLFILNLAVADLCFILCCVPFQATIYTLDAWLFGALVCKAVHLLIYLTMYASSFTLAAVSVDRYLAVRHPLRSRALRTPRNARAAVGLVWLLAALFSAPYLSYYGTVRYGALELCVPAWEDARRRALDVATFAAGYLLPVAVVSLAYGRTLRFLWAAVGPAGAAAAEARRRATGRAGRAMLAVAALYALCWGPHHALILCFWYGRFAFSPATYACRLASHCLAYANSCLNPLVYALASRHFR
GPR7 antagonist: human neuropeptides B/W receptor 1 antagonism | P48145 | GPR7-expressing cells, fluorescence antagonist assay | inhibition, % at 4.4 µM | 290,000 tested, 1.1% active; in the data active means inhibition above about 16%, passing the limit was not always enough;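 further: cells stimulated with the agonist NPW; 0% = agonist with vehicle and 100% = vehicle without agonist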
MEKK2 mut-MEK5: signal of MEK5 binding to mutant human MEKK2 PB1 domain; bead flow cytometry, Alexa488-MEK5 binding to MEKK2 mutant; percent response, % at 10 µM; 290,000 tested, 0.35% active; AID 1530; in the data active means percent response above about 24%, passing the limit was not always enough; further: inactives centre near 1; some results filed as inactive read as strong as hits; reference of the scale not given here
MEKK3 PB1 HTS: raises or lowers MEK5 binding to the human MEKK3 PB1 domain; Q99759; bead-based flow cytometry, Alexa488-MEK5 binding to MEKK3; actives lie on both sides; 0 = blocked by unlabeled MEK5, 100 = vehicle; binding response (% of control), % at 10 µM; 290,000 tested, 1.4% active;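 active means binding response more than 3 SD above or below the average of its plate-row segment, actives on both sides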;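 further: Alexa488 bead fluorescence after subtracting the streptavidin-only scavenger bead signal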
The depositor's hits bear a star; [ ] = dose if it differs, or a comment.

For Cc1cc(C)cc(NC(=O)CSc2nnc(C3CC3)n2CC2CCCO2)c1 (configuration not stated) the results were V1R ag counter -0.7, PHOSPHO1 block 20, MEKK2wt PB1 HTS 102, NALP1 inh 8, OXTR agonist 0.5, GalR3 antag -8, GPR7 antagonist 2, MEKK2 mut-MEK5 3 and MEKK3 PB1 HTS 103.
For CCc1nn(CC(=O)O)c(=O)c2ccccc12 the results were V1R ag counter 0.7, PHOSPHO1 block 1, MEKK2wt PB1 HTS 95, NALP1 inh -2, OXTR agonist 0.5, GalR3 antag -10, GPR7 antagonist -15, MEKK2 mut-MEK5 -3 and MEKK3 PB1 HTS 92.
`CC1(c2nnc(Cc3ccccc3)o2)CC(c2cccnc2)=NO1` (configuration not stated) gave V1R ag counter -0.4, MEKK2wt PB1 HTS 101, OXTR agonist 0.3, GalR3 antag -1, MEKK2 mut-MEK5 3 and MEKK3 PB1 HTS 107.
COc1ccc(/C(N)=N/OC(=O)Cc2ccccc2[N+](=O)[O-])cc1 was read as V1R ag counter 0.3, PHOSPHO1 block -9, MEKK2wt PB1 HTS 107, NALP1 inh 16, OXTR agonist 0.1, GalR3 antag -5, GPR7 antagonist 1, MEKK2 mut-MEK5 1 and MEKK3 PB1 HTS 105.
`CC(C)C(NS(=O)(=O)c1ccc2c(c1)Cc1cc(S(=O)(=O)NC(C(=O)O)C(C)C)ccc1-2)C(=O)O` (configuration not stated) gave V1R ag counter -0.1, PHOSPHO1 block 4, MEKK2wt PB1 HTS 99, NALP1 inh 0, OXTR agonist 1.9, GalR3 antag 0, GPR7 antagonist -10, MEKK2 mut-MEK5 2 and MEKK3 PB1 HTS 100.
Screening Cc1ccc(N(CC(=O)O)S(C)(=O)=O)cc1Cl returned V1R ag counter -0.1, PHOSPHO1 block -3, MEKK2wt PB1 HTS 109, NALP1 inh -1, OXTR agonist 0.4, GalR3 antag 0, GPR7 antagonist -15, MEKK2 mut-MEK5 3 and MEKK3 PB1 HTS 102.
Screening CCCCCCCC(=O)NNC(=O)CCC(=O)O returned V1R ag counter 0.5, PHOSPHO1 block 24, NALP1 inh 2, OXTR agonist 0.8, GalR3 antag -2 and GPR7 antagonist -17.
For CCC(NS(=O)(=O)c1cn(C)nc1C)c1ccccc1 (configuration not stated) the results were V1R ag counter 0.3, PHOSPHO1 block 37, MEKK2wt PB1 HTS 101, NALP1 inh 0, OXTR agonist -0.4, GalR3 antag -4, GPR7 antagonist -12, MEKK2 mut-MEK5 1 and MEKK3 PB1 HTS 102.
Cn1c(NCC(O)c2ccccc2)nc2c1c(=O)n(Cc1ccc(Cl)cc1)c(=O)n2C (configuration not stated) was read as V1R ag counter 1.5, PHOSPHO1 block 23, MEKK2wt PB1 HTS 89, OXTR agonist 1.5, GalR3 antag -2, GPR7 antagonist -10, MEKK2 mut-MEK5 -11 and MEKK3 PB1 HTS 78*[inhibitor].
`COc1ccccc1NS(=O)(=O)c1cccc(C(=O)NCc2ccco2)c1` gave V1R ag counter 0.2, PHOSPHO1 block 4, MEKK2wt PB1 HTS 103, NALP1 inh 20, OXTR agonist 0.3, GalR3 antag -2, GPR7 antagonist -8, MEKK2 mut-MEK5 1 and MEKK3 PB1 HTS 103.
CCN(c1cccc(C)c1)S(=O)(=O)c1nnc(NC(=O)c2ccco2)s1 was read as V1R ag counter 4.3, PHOSPHO1 block -3, MEKK2wt PB1 HTS 98, NALP1 inh 13, OXTR agonist -0.1, GalR3 antag -6, GPR7 antagonist -8, MEKK2 mut-MEK5 1 and MEKK3 PB1 HTS 100.
Screening COc1ccc(-n2c(-c3cccc(OC)c3)nc(=S)c3c2CCCC3)cc1 returned V1R ag counter -0.9, PHOSPHO1 block 0, MEKK2wt PB1 HTS 126, NALP1 inh -6, OXTR agonist -1.3, GalR3 antag -1, GPR7 antagonist 20, MEKK2 mut-MEK5 12 and MEKK3 PB1 HTS 104.
COC(=O)C1=C(C)NC(=O)CC1c1ccc(C(=O)OC)cc1 (configuration not stated) was read as V1R ag counter -0.7, PHOSPHO1 block -11, MEKK2wt PB1 HTS 94, NALP1 inh -43, OXTR agonist 0.6, GalR3 antag 2, GPR7 antagonist 4, MEKK2 mut-MEK5 9 and MEKK3 PB1 HTS 101.
`CCN(CC)CC#CC(C)(C)OC(C)=O` gave V1R ag counter 0.2, MEKK2wt PB1 HTS 104, OXTR agonist 0.2, GalR3 antag -3, GPR7 antagonist -4, MEKK2 mut-MEK5 4 and MEKK3 PB1 HTS 102.
CCC(c1nnnn1C1CCCC1)N1CCN(Cc2ccccc2)CC1 (configuration not stated) was read as V1R ag counter -0.9, PHOSPHO1 block -4, MEKK2wt PB1 HTS 106, NALP1 inh 0, OXTR agonist -1.2, GalR3 antag -3, GPR7 antagonist 7, MEKK2 mut-MEK5 1 and MEKK3 PB1 HTS 110.

Three compounds drawn at random from the list so far, as already listed:
Cn1c(NCC(O)c2ccccc2)nc2c1c(=O)n(Cc1ccc(Cl)cc1)c(=O)n2C (configuration not stated) was read as V1R ag counter 1.5, PHOSPHO1 block 23, MEKK2wt PB1 HTS 89, OXTR agonist 1.5, GalR3 antag -2, GPR7 antagonist -10, MEKK2 mut-MEK5 -11 and MEKK3 PB1 HTS 78*[inhibitor].
`CCN(CC)CC#CC(C)(C)OC(C)=O` gave V1R ag counter 0.2, MEKK2wt PB1 HTS 104, OXTR agonist 0.2, GalR3 antag -3, GPR7 antagonist -4, MEKK2 mut-MEK5 4 and MEKK3 PB1 HTS 102.
Screening CCCCCCCC(=O)NNC(=O)CCC(=O)O returned V1R ag counter 0.5, PHOSPHO1 block 24, NALP1 inh 2, OXTR agonist 0.8, GalR3 antag -2 and GPR7 antagonist -17.

(list continues)
`COc1ccc(OC(=O)COc2cccc(C)c2)cc1` gave V1R ag counter 0.6, PHOSPHO1 block 14, MEKK2wt PB1 HTS 108, NALP1 inh -3, OXTR agonist 0.2, GalR3 antag -12, GPR7 antagonist -15, MEKK2 mut-MEK5 4 and MEKK3 PB1 HTS 106.
O=C(COc1ccc(S(=O)(=O)NCc2ccccc2)cc1Cl)NCc1ccncc1 was read as V1R ag counter -1.0, PHOSPHO1 block 35, MEKK2wt PB1 HTS 104, NALP1 inh 8, OXTR agonist 0.8, GalR3 antag -4, GPR7 antagonist -6, MEKK2 mut-MEK5 3 and MEKK3 PB1 HTS 100.
`COc1cc(OC)c(C(=O)OC(C)C(=O)Nc2cc(C(F)(F)F)ccc2Cl)cc1OC` (configuration not stated) gave V1R ag counter 0.8, PHOSPHO1 block -1, MEKK2wt PB1 HTS 108, NALP1 inh 23, OXTR agonist -1.9, GalR3 antag -2, GPR7 antagonist -16, MEKK2 mut-MEK5 8 and MEKK3 PB1 HTS 101.
Screening CCCCn1nnnc1NCc1ccc(N2CCCC2)cc1 returned V1R ag counter -1.2, PHOSPHO1 block 24, MEKK2wt PB1 HTS 93, NALP1 inh -28, OXTR agonist -0.3, GalR3 antag 0, GPR7 antagonist -1, MEKK2 mut-MEK5 -7 and MEKK3 PB1 HTS 87.
For COc1ccc(C(=O)NCc2cccnc2)cc1OC the results were V1R ag counter -0.3, PHOSPHO1 block -2, MEKK2wt PB1 HTS 102, NALP1 inh 30, OXTR agonist 2.0, GalR3 antag -5, GPR7 antagonist -1, MEKK2 mut-MEK5 1 and MEKK3 PB1 HTS 105.
`COc1ccc(OC)c(CNC(=O)CCN2C(=O)COc3ccccc32)c1` gave V1R ag counter 5.6, PHOSPHO1 block 0, MEKK2wt PB1 HTS 73, NALP1 inh 34, OXTR agonist -0.6, GalR3 antag 0, GPR7 antagonist 7, MEKK2 mut-MEK5 -10 and MEKK3 PB1 HTS 63.
CC1CCCN(C(=S)NCc2ccccc2)C1 (configuration not stated) was read as V1R ag counter -0.5, PHOSPHO1 block -14, MEKK2wt PB1 HTS 101, NALP1 inh 9, OXTR agonist 0.3, GalR3 antag -3, GPR7 antagonist -8, MEKK2 mut-MEK5 0 and MEKK3 PB1 HTS 97.
COC(=O)c1[nH]c2ccccc2c1NC(=O)CN1CC(C)OC(C)C1 (configuration not stated) was read as V1R ag counter 0.9, PHOSPHO1 block 2, MEKK2wt PB1 HTS 107, NALP1 inh 14, OXTR agonist -0.5, GalR3 antag 1, GPR7 antagonist -12, MEKK2 mut-MEK5 9 and MEKK3 PB1 HTS 108.
COc1ccccc1NC(=O)c1sc2ncn(Cc3cccc(C)c3)c(=O)c2c1C was read as V1R ag counter 0.4, PHOSPHO1 block -14, MEKK2wt PB1 HTS 95, NALP1 inh 29, OXTR agonist 0.8, GalR3 antag 3, GPR7 antagonist -7, MEKK2 mut-MEK5 0 and MEKK3 PB1 HTS 100.
`O=C(c1ccsc1)N1CCCC(N2CCN(c3cccc(Cl)c3)CC2)C1` (configuration not stated) gave V1R ag counter -0.5, PHOSPHO1 block 18, MEKK2wt PB1 HTS 96, NALP1 inh 3, OXTR agonist -1.0, GalR3 antag -1, GPR7 antagonist 5, MEKK2 mut-MEK5 -5 and MEKK3 PB1 HTS 99.
`CCSc1nnc(-c2ccc(Cl)cc2Cl)o1` gave V1R ag counter -1.2, PHOSPHO1 block -11, MEKK2wt PB1 HTS 107, NALP1 inh 6, OXTR agonist -1.4, GalR3 antag -7, GPR7 antagonist 0, MEKK2 mut-MEK5 3 and MEKK3 PB1 HTS 103.
Screening COc1ccc(-c2onc(C)c2-c2ccc3c(c2)OCCO3)c(O)c1 returned V1R ag counter 6.6, PHOSPHO1 block 16, MEKK2wt PB1 HTS 106, NALP1 inh 22, OXTR agonist 5.6, GalR3 antag 0, GPR7 antagonist 9, MEKK2 mut-MEK5 -3 and MEKK3 PB1 HTS 108.
`COc1ccccc1CNC(=O)CSc1nc2nc(C)cc(C)n2n1` gave V1R ag counter 0.4, PHOSPHO1 block 22, MEKK2wt PB1 HTS 100, NALP1 inh 6, OXTR agonist 1.3, GalR3 antag -7, GPR7 antagonist -9, MEKK2 mut-MEK5 1 and MEKK3 PB1 HTS 101.
For CCOc1ccc(CN2CCCN(C)CC2)cc1 the results were V1R ag counter 0.1, PHOSPHO1 block 3, MEKK2wt PB1 HTS 99, NALP1 inh 2, OXTR agonist 0.6, GalR3 antag 2, GPR7 antagonist -9, MEKK2 mut-MEK5 -1 and MEKK3 PB1 HTS 98.
For Cn1c(=O)oc2cc(S(=O)(=O)N3CCC(C(=O)Nc4ccc(OC(F)(F)F)cc4)CC3)ccc21 the results were V1R ag counter 2.7, PHOSPHO1 block -4, MEKK2wt PB1 HTS 82, NALP1 inh 22*, OXTR agonist 3.2, GalR3 antag 0, GPR7 antagonist -3, MEKK2 mut-MEK5 -13 and MEKK3 PB1 HTS 78.
`CC1C(c2ccccc2)N(C)C(c2ccccc2)CC1(O)c1ccccc1` (configuration not stated) gave V1R ag counter -1.6, PHOSPHO1 block 1, MEKK2wt PB1 HTS 110, NALP1 inh 3, OXTR agonist -0.6, GalR3 antag -8, GPR7 antagonist -13, MEKK2 mut-MEK5 2 and MEKK3 PB1 HTS 99.
For CCCCNC(=O)c1sc(=S)n(-c2ccccc2OC)c1N the results were V1R ag counter 1.2, PHOSPHO1 block 69*, MEKK2wt PB1 HTS 109, NALP1 inh 3, OXTR agonist 1.1, GalR3 antag -1, GPR7 antagonist 5, MEKK2 mut-MEK5 3 and MEKK3 PB1 HTS 109.
For O=C(Nc1cc(Cl)ccc1N1CCOCC1)c1ccco1 the results were PHOSPHO1 block 12, MEKK2wt PB1 HTS 101, NALP1 inh -5, GalR3 antag -2, GPR7 antagonist -10, MEKK2 mut-MEK5 2 and MEKK3 PB1 HTS 102.

Screening data from PubChem.

Not a hit list; 5.4% or so of the library scored in one or more.
